CCT chaperon mod = changes cytosolic chaperonin activity. AID 651819. purified chaperonin ATPase assay, HTRF ADP detection, 30 min. 360,000 tested, 0.3% active. activity change, % (test concentration not listed), hits read low; in the data active = activity change below about -30%; also: % is scaled to controls: 0 for no effect and ±100 for the full control effect
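First, chaperonin was dispensed at 40 nM or 20 nM final depending on batch activity. Next, compounds were pinned at 76 uM and ATP added at 10 uM. After 30 min at 37 °C, ADP detection reagents ran 30 min at ambient temperature.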
TGFb SMAD3 inh = inhibitors of TGF-b signaling; HepG2 CAGA-GFP TGF-b/SMAD3 reporter, GFP fluorescence, 18 h; TGF-beta stimulated, 500 pg/mL final; Potency, µM (titrated, usually from 46.1 µM), for inactives: top-dose activity, negative = inhibition, usual class: inhibitors; 410,000 tested, 1.2% active; AID 588855; also: potency is read from the fitted curve at half-maximal effect; % is scaled to controls: 0 for no effect and ±100 for the full control effect; nearly all actives have a fitted effect of over 65% in size
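GFP signal (ex488/em500-530) from TGF-beta-stimulated HEPG2 CAGA-GFP cells, 500 pg/mL final, 18 h at 37 degrees C in DMEM plus 1% FBS, normalized to unstimulated and DMSO-stimulated controls.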
HepG2 viability = counter-screen for TGF-b inhibitors: cytotoxicity in HepG2 cells | 410,000 tested, 0.76% active | HepG2 CAGA-GFP viability, ATP luminescence, 18 h | Potency, µM (highest dose often 46.1 µM), without a hit: at the highest dose activity change, negative = cytotoxicity, most hits filed as cytotoxic | AID 588856; also: potency is read from the fitted curve at half-maximal effect; some results filed as inactive show a strong effect at the top dose
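HepG2 CAGA-GFP cells (1000/well, DMEM with 1% FBS) received compound, then TGF-beta at 500 pg/mL final, and were incubated 18 hours at 37 degrees C. Viability was read by CellTiter-Glo luminescence. Media-only wells were set as complete cell-killing and DMSO as no toxicity.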
Mm-Cpn inhibitor = inhibitors of Methanococcus maripaludis chaperonin (MmCpn); purified Mm-Cpn ATPase, ADP Transcreener TR-FRET; Potency, µM (doses to about 76.9 µM), for the others: top-dose activity, negative = inhibition, hits mostly inhibitors; 330,000 tested, 0.031% active; AID 504842; also: potency is read from the fitted curve at half-maximal effect; % is scaled to controls: 0 for no effect and ±100 for the full control effect; nearly all actives have a fitted effect of over 80% in size
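Inhibition of chaperonin ATP hydrolysis is measured as reduced ADP production, detected by competitive TR-FRET in which signal falls with ADP. Final enzyme 25 nM and ATP 10 uM, reacted 30 min at 37°C.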
Akt phos inh = inhibitors of Akt phosphorylation | Neuro2A IGF-stimulated pAkt S473 HTRF, 20 min; active compounds read low | activity change, % for hits at 50 µM | 360,000 tested, 0.32% active | AID 651550; in the data active = activity change below about -80%; inconclusive = mostly about -51% to -80%; also: % is scaled to controls: 0 for no effect and ±100 for the full control effect
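Single-point screen (50 µM final compound) in Neuro2A cells stimulated 20 min with 6 nM IGF at 37 deg C. After lysis, Ser473-phosphorylated Akt read by HTRF (ex 330 nm, em 615/665 nm) as the 665/615 ratio.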
Nrf2 inh = Nrf2 pathway inhibition | A549 ARE-Fluc reporter, luciferase luminescence, 18-24 h | Potency, µM (highest dose often 46 µM), for the others: at the top dose activity change, negative = inhibition, usual class: inhibitors | 360,000 tested, 2.1% active | AID 504444; also: potency is read from the fitted curve at half-maximal effect; % is scaled to controls: 0 for no effect and ±100 for the full control effect; nearly all actives have a fitted effect of over 60% in size
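Nrf2 activity is the BugLite luminescence, read 15 min after reagent at room temperature, following CellTiter-Fluor cytotoxicity readout (30 min, 37C). Compound titrations were applied for 18-24 h to 5000 A549 ARE_Fluc cells/well in 5% FBS OPTI-MEM.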
Nrf2 activator = activates Nrf2 signaling; Potency, µM (titrated, usually from 46.1 µM), for the others: top-dose activation, most hits filed as activators; AID 624171; 410,000 tested, 0.31% active; AREc32 ARE-luciferase reporter (MCF7-derived line), luminescence, 24 h; also: potency is read from the fitted curve at half-maximal effect; % of control where 0% means no effect; nearly all actives have a fitted effect of over 65% in size
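AREc32_Fluc, 1000 cells/well, OPTI-MEM + 5% FBS, o/n 37 deg C 5% CO2; 23 nL cpd by pin tool, 24 hr; Steady-Glo 30 min RT, luminescence.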
A549 tox = kills or reduces viability of A549 cells in Nrf2 counter-screen | A549 ARE-Fluc cells, CellTiter-Fluor viability, 18-24 h | Potency, µM (titrated, usually from 46 µM), for the others: top-dose activity change, negative = cytotoxicity, usual class: inhibitors | 390,000 tested, 0.16% active | AID 504648; also: potency is read from the fitted curve at half-maximal effect; % is scaled to controls: 0 for no effect and ±100 for the full control effect
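Cytotoxicity counterscreen: CellTiter-Fluor fluorescence was measured in A549 ARE_Fluc cells after 18-24 h of compound exposure in a concentration series. The subsequent BugLite luminescent read reports ARE-luciferase activity.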
Abeta yeast res = compounds reversing amyloid beta toxicity in yeast; yeast expressing A-beta42, growth rescue, OD600, 48 h; response scale: 0% DMSO, 100% iron-clioquinol control; Potency, µM (titrated, usually from 46.1 µM), without a hit: at the top dose growth rescue, actives largely listed as activators; 410,000 tested, 0.063% active; AID 1347071; also: potency is read from the fitted curve at half-maximal effect; nearly all actives have a fitted effect of over 55% in size
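Growth rescue measured by 600 nm absorbance after 48 h yeast culture at 30 C with compound. Values normalized between DMSO and an equimolar ferric chloride plus clioquinol control.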
* = called active by the depositor; i = inactive; ? = inconclusive; . = not tested or not shown; [ ] = another dose, or the depositor's remark. Unless noted, calls follow the shape of the dose curve; as a rule, active = well fitted curve in the direction sought with a large enough effect; inconclusive = small, poorly fitted or top-dose-only effect, or another doubt; inactive = no such curve, though single readings can be large; an effect the other way counts as inactive or inconclusive.

Order of results: CCT chaperon mod	TGFb SMAD3 inh	HepG2 viability	Mm-Cpn inhibitor	Akt phos inh	Nrf2 inh	Nrf2 activator	A549 tox	Abeta yeast res
Cc1cc(OCC(=O)Nc2ccc3c(c2)OCCO3)ccc1Cl
    -2.7	-3%	-8%	1%	i	.	0.2%	1%	-17%
C/C(=N\NC(=O)c1cc(C)nc2ccccc12)c1ccc([N+](=O)[O-])cc1
    0.5	23%	3%	-5%	i	?	0.3%	-3%	3%
O=C(O)CCCCCNc1nc(=S)[nH]c2ccccc12
    -2.5	-22%	-11%	4%	i	6%	0.2%	18%	-7%
N#C/C(=C/c1ccc2c(c1)OCO2)C(=O)NCCc1c[nH]c2ccccc12
    0.8	-7%	-36%	1%	i	-23%	4.3%	-13%	17%
COc1ccc(-c2nnc(-c3cc4ccccc4oc3=O)o2)cc1
    -1.3	-11%	-8%	1%	i	7%	0.0%	-7%	13%
O=C(NCCc1ccc(Cl)cc1)c1nc(-c2cccc(F)c2)n2c1CCCCC2
    .	?	-4%	.	.	-17%	4.4%	-4%	5%
O=C(CSc1nc(O)cc(=O)[nH]1)N1c2ccccc2CCc2ccccc21
    -16	17%	35%	4%	i	?	0.2%	5%	5%
COc1cc(C(=O)Nc2nc3c(s2)Cc2c(Br)ccc(OC)c2-3)cc(OC)c1OC
    .	2%	-10%	.	.	?	0.4%	-16%	-5%
CC(C)c1nn2c(=O)cc(COC(=O)CNC(=O)c3ccccc3Cl)nc2s1
    .	?	-32%	.	.	-8%	1.0%	-1%	-7%
COc1cccc(-c2coc3cc4oc(=O)c(CC(=O)O)c(C)c4cc23)c1
    0.3	-3%	-32%	0%	i	3%	0.3%	9%	-21%
COc1ccc(-n2ncc(Cl)c(Cl)c2=O)cc1
    0.0	?	-30%	-8%	i	?	?	?	-49%[inhibitor]
CC(C)(C(=O)N1CCC1(C)C(=O)NS(=O)(=O)c1ccccc1Cl)c1ccccc1 (stereo not given)
    -0.8	2%	-16%	.	i	.	-1.4%	.	1%
O=C(O)c1ccccc1C(=O)c1ccc(-c2ccccc2)cc1
    0.3	0%	0%	1%	i	?	0.0%	-6%	16%
COc1ccccc1CNC(=O)Cn1nc(C)n2cccc2c1=O
    .	33%[activator]	1%	.	.	8%	3.7%	8%	-22%
Cc1cc2c(=O)n(CC(=O)N3CCN(c4ccccc4)CC3)cnc2s1
    2.8	8%	14%	1%	i	.	0.6%	-1%	-4%[9.22 µM]
CN(C)CCCNC(=O)c1ccc(-c2nc(-c3ccc(Cl)cc3)cs2)cc1
    -1.7	?	16µM*	-3%	i	?	6.1%	?	-56%[inhibitor]
COc1ccc(OC)c(CNS(=O)(=O)c2cc(-c3cc(C)no3)ccc2OC)c1
    1.6	-12%	-40%	0%	i	11%	-0.4%	1%	.
Oc1ccc(Br)cc1/C=N/Nc1ncc(-c2ccccc2)cn1
    -1.3	6%	-27%	2%	i	-1%	0.2%	-4%	3%
CC(=O)N1CCN(c2ccc(S(=O)(=O)N3CCOCC3)cc2[N+](=O)[O-])CC1
    -0.6	7%	2%	0%	i	1%	-0.1%	3%	12%
Cc1c(CN2CCC(CO)(Cc3ccccc3)CC2)c2ccccc2n1C
    -0.3	-14%	-52%	6%	i	12%	3.4%	-10%	-2%
Cc1[nH]nc(Nc2ccc(O)cc2)c1[N+](=O)[O-]
    -2.4	-4%	-3%	2%	i	-16%	-0.1%	-16%	-15%
N#CCOc1ccc(C2=NO[C@@H]3[C@@H]4C[C@@H]([C@H]5C(=O)N(c6ccc7c(c6)OCO7)C(=O)[C@@H]45)[C@H]23)cc1
    -1.7	-17%	22%	1%	i	-12%	3.3%	3%	-10%
FC(F)(F)c1ccnc(N2CCN(Cc3cnc(-c4ccccc4)[nH]3)CC2)c1
    0.1	-27%	-20%	0%	i	-23%	-1.0%	-5%	13%
COc1cccc(NC(=O)C2CCN(S(=O)(=O)c3c(C)noc3/C=C/c3cccs3)CC2)c1
    .	?	-34%	.	.	?	12%	-3%	-31%[inhibitor]
COCc1cc(C)nc2sc(C(=O)NN)c(-n3cccc3)c12
    -0.2	?	3%	2%	i	?	7.2%	-5%	-17%
Cc1cc(C)c2nc(-c3cccnc3)cc(C(=O)NC(C)c3cnn(C)c3C)c2c1 (stereo not given)
    -2.6	5%	-21%	-10%	i	-24%	2.0%	-12%	4%
O=C(Nc1ccccc1)c1ccc[nH]1
    -0.1	3%	1%	-1%	i	-5%	0.3%	-3%	-13%
CC(NC(=O)c1cc2ccccc2o1)c1cccs1 (stereo not given)
    2.9	-5%	4%	-1%	i	?	2.9%	-3%	-9%
NNC(=S)Nc1cc(S(=O)(=O)N2CCOCC2)ccc1N1CCOCC1
    -1.8	0%	-2%	-2%	i	3%	1.6%	13%	-15%
Cc1ccccc1-n1nc(C)c2cc(C(=O)N3CCN(S(=O)(=O)c4ccc(F)cc4)CC3)sc21
    -0.9	?	-19%	-1%	i	.	-0.3%	-2%	14%

An excerpt of these results, field by field:
smiles: O=C(O)c1ccccc1C(=O)c1ccc(-c2ccccc2)cc1
  CCT chaperon mod: 0.3
  TGFb SMAD3 inh: 0%
  HepG2 viability: 0%
  Mm-Cpn inhibitor: 1%
  Akt phos inh: i
  Nrf2 inh: ?
  Nrf2 activator: 0.0%
  A549 tox: -6%
  Abeta yeast res: 16%

smiles: COc1ccccc1CNC(=O)Cn1nc(C)n2cccc2c1=O
  CCT chaperon mod: .
  TGFb SMAD3 inh: 33%[activator]
  HepG2 viability: 1%
  Mm-Cpn inhibitor: .
  Akt phos inh: .
  Nrf2 inh: 8%
  Nrf2 activator: 3.7%
  A549 tox: 8%
  Abeta yeast res: -22%

smiles: Cc1cc2c(=O)n(CC(=O)N3CCN(c4ccccc4)CC3)cnc2s1
  CCT chaperon mod: 2.8
  TGFb SMAD3 inh: 8%
  HepG2 viability: 14%
  Mm-Cpn inhibitor: 1%
  Akt phos inh: i
  Nrf2 inh: .
  Nrf2 activator: 0.6%
  A549 tox: -1%
  Abeta yeast res: -4%[9.22 µM]

Going on with the list.
smiles	CCT chaperon mod	TGFb SMAD3 inh	HepG2 viability	Mm-Cpn inhibitor	Akt phos inh	Nrf2 inh	Nrf2 activator	A549 tox	Abeta yeast res
COc1ccc(OC)c(NC(=O)CC2Oc3ccccc3NC2=O)c1 (stereo not given)	-1.1	-1%	4%	0%	i	5%	6.4%	0%	-5%
CCOc1ccc(CN(C(=O)c2nc(SC)ncc2Cl)C2CCS(=O)(=O)C2)cc1 (stereo not given)	.	-15%	-19%	.	.	14%	13%	2%	-6%
CCOC(=O)N1CCC(N2CC34C=CC(O3)C(C(=O)Nc3ccc(C)cc3)C4C2=O)CC1 (stereo not given)	0.1	2%	9%	0%	i	-1%	-0.9%	-10%	3%
O=C(c1cccc([N+](=O)[O-])c1)N1CCN(S(=O)(=O)N2CCCCC2)CC1	-0.1	2%	-4%	2%	i	-2%	-0.8%	5%	4%
CCc1ccc(OCc2nnc(-c3ccccc3Br)o2)cc1	-1.5	2%	1%	-2%	i	1%	3.5%	0%	-1%
Cc1onc(-c2ccccc2)c1-c1csc(N/N=C/c2ccccc2)n1	0.2	-13%	-21%	-1%	i	11%	-0.4%	-8%	-29%
O=C(Nc1nnc(SCC(=O)N2CCCCC2)s1)c1ccc(F)cc1F	1.3	7%	1%	0%	i	-9%	0.0%	-4%	9%
Cn1cc(-c2cc(C(=O)O)on2)cn1	-4.7	1%	-1%	1%	i	-6%	-1.0%	3%	.
CC(C)C[C@@H](CN1CCC[C@@H]1CN1C(=O)C(=O)NC[C@@H]1Cc1ccccc1)N1C[C@H](Cc2ccc(O)cc2)N(CCc2ccccc2)C(=O)C1=O	-3.2	?	-2%	.	i	2%	6.1%	3%	-16%
COc1ccccc1Oc1nc2c(c(=O)n(C)c(=O)n2C)n1Cc1cccc(Br)c1	.	?	-30%	.	.	16µM*	-0.1%	0%	2%
Cc1cc(C)cc(OCc2ccc(C(=O)Nc3ccccc3F)o2)c1	.	0%	-23%	.	.	-12%	2.9%	1%	-11%
COc1cc(Nc2nc3c(S(=O)(=O)c4ccccc4)nnn3c3ccc(Cl)cc23)cc(OC)c1	.	2%	-3%	.	.	?	2.3%	2%	-21%
COc1ccccc1-c1nnc(SCC(=O)Nc2ccc(S(N)(=O)=O)cc2)n1C	-1.1	-17%	8%	-2%	.	.	-0.1%	-6%	22%
NC(=S)N/N=C/c1c(O)c(Br)cc2oc3c(c12)CCCC3	0.1	?	-4%	1%	i	5%	-0.4%	0%	4%
CCCN(CC(=O)Nc1ccccc1C)C(=O)c1cnc(C)cn1	-1.7	0%	-2%	.	i	17%	-0.5%	-11%	11%

Assay outcomes as filed in PubChem.
